# FUS yeast rescue: FUS proteinopathy suppression in yeast. AID 1347120. Potency, µM (highest dose often 76.6 µM), inactives show at the highest dose growth rescue (activation), usual class: activators. 390,000 compounds, 0.24% hits. S. cerevisiae FUS-expressing, growth rescue, OD600, 24 h;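 further: plate controls were DMSO vehicle for no effect and reference control for full effect; nearly all actives have a fitted effect of over 55% in size; some results filed as inactive show a strong effect at the top dose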
#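 Cultures pregrown in 2.5% raffinose medium are shifted to minimal medium containing 2% galactose to express toxic FUS. Compounds are tested at several concentrations. After 24hr at 30C, growth is quantified at 600 nm absorbance.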
# TDP-43 yeast inh: rescues yeast growth from TDP-43 toxicity; TDP-43 expressing yeast growth rescue, BacTiter-Glo, 24 h; Potency, µM (titrated, usually from 46.1 µM), inactives show at the highest dose growth rescue (activation), hits mostly activators; 410,000 compounds, 1.8% hits; further: % of control where 0% means no effect; nearly all actives have a fitted effect of over 50% in size
#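 Luminescence from BacTiter-Glo reports growth of TDP-43-expressing yeast after 24 hr at 30 deg C with compound. Cells were raffinose-pregrown to mid-log, then seeded in galactose medium at OD600=0.02.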
# EPAC1 ag: agonists of human EPAC1 | Potency, µM (highest dose often 154 µM), without a hit: at the top dose activation, most hits filed as activators | AID 720707 | 360,000 compounds, 0.073% hits | O95398 | EPAC1 agonist qHTS, biochemical assay; response scale: 100% = response to 6.5 mM cAMP; further: nearly all actives have a fitted effect of over 60% in size
#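 Normalized to 6.5 mM cAMP, activity reflects EPAC1-catalysed release of BODIPY-GDP from Rap1B, followed kinetically over 30 min at 480 nm excitation, 540 nm emission. Reaction contained 100 nM EPAC1, 250 nM Rap1B-BODIPY-GDP, 50 uM GDP.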
# EPAC2 ag: EPAC2 (human) agonism. 360,000 compounds, 0.079% hits. EPAC2 activation, biochemical qHTS; response scale: 100% = 6.5 mM cAMP response. Potency, µM (doses to about 154 µM), inactives show at the highest dose activation, usual class: activators. Q8WZA2; further: nearly all actives have a fitted effect of over 50% in size
#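 qHTS, titration series. 100 nM EPAC2 / 250 nM Rap1B-BODIPY-GDP / 50 uM GDP; RT; ex 480/em 540 nm, 5-min reads to 30 min. Norm. to 6.5 mM cAMP = activation.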
# aSyn rescue: alpha-synuclein toxicity inhibition in yeast | Yeast expressing alpha-synuclein, growth rescue, BacTiter-Glo, 24 h | Potency, µM (highest dose often 46.1 µM), inactives show at the top dose growth rescue (activation), most hits filed as activators | 370,000 compounds, 0.14% hits; further: % of control where 0% means no effect; nearly all actives have a fitted effect of over 65% in size
#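 Galactose-induced alpha-syn yeast (OD600=0.02, raffinose-pregrown) + pinned cpd, 24 hr, 30 deg C; growth by BacTiter-Glo luminescence. Growth restoration scores as activation.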
# EPAC2 antagonist: blocks human EPAC2 exchange factor. Q8WZA2. EPAC2 GEF exchange of Rap1B-BODIPY-GDP, fluorescence. Potency, µM (doses to about 114 µM), for the others: top-dose activity, negative = inhibition, actives largely listed as inhibitors. 360,000 compounds, 0.18% hits. AID 720708; further: on the % scale 0 is the no-effect control and ±100 the full control effect; nearly all actives have a fitted effect of over 45% in size; many of its hits are not listed in these tables
# PTHR1 agonist: PTHR1 (human) receptor agonism. Q03431. HEK293 GP2 PTHR1 cells, GloSensor cAMP luminescence, 1 h. Potency, µM (top dose mostly 115 µM), without a hit: at the top dose activation, actives largely listed as activators. 410,000 compounds, 0.075% hits. AID 743266; further: nearly all actives have a fitted effect of over 55% in size; some results filed as inactive show a strong effect at the top dose; inactives centre near -15; many of its hits are not listed in these tables
# Target sequence (Q03431 whole entry, looked up): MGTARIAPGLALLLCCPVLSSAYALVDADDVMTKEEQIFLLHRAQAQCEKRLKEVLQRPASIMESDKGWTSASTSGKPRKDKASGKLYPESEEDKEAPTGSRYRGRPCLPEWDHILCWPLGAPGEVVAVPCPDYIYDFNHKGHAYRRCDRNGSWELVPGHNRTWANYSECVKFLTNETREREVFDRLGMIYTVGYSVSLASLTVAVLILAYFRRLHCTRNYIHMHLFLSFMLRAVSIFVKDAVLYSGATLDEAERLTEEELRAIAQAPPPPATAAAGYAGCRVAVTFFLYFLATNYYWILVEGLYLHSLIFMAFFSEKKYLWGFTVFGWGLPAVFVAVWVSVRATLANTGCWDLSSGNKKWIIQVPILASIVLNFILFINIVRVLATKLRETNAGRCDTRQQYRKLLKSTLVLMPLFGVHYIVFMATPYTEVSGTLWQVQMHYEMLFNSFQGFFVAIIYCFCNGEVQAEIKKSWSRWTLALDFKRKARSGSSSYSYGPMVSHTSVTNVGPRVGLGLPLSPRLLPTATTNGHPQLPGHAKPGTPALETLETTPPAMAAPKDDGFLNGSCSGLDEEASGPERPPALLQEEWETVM
#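 HEK-293-derived GP2 cells expressing PTHR1 and a GloSensor cAMP reporter, 3,000/well, plated overnight, given luciferin plus IBMX (each 0.5 mM as added) for 1 h at 37 °C, then compound for 1 h at 37 °C. Luminescence was read after 15 min at room temperature.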
# EPAC1 antagonist: antagonists of human EPAC1. O95398. EPAC1 GEF assay, Rap1b-BODIPY-GDP exchange fluorescence. Potency, µM (series often up to 115 µM), for the others: at the top dose activity change, negative = inhibition, actives largely listed as inhibitors. 360,000 compounds, 0.14% hits. AID 720709;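 further: plate controls were vehicle for no effect and positive control for full effect; nearly all actives have a fitted effect of over 50% in size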
# * = called active by the depositor; i = inactive; ? = inconclusive; . = not tested or not shown; & = joins results of further samples; [ ] = another dose, or the depositor's remark. The call rests on the fitted dose curve; in most records, active means well fitted curve in the direction sought with a large enough effect; inconclusive means small, poorly fitted or top-dose-only effect, or another doubt; inactive means no such curve, though single readings can be large; an effect the other way counts as inactive or inconclusive. Potency means the concentration at half of the fitted maximal effect. These rows are one share of the data; rates above refer to the full screens.
entry	SMILES	FUS yeast rescue	TDP-43 yeast inh	EPAC1 ag	EPAC2 ag	aSyn rescue	EPAC2 antagonist	PTHR1 agonist	EPAC1 antagonist
1	N/C(=N\OC(=O)COc1ccc([N+](=O)[O-])cc1)c1ccncc1	2%	20%[9.22 µM]	4%	9%	2%	-4%	-38%[inhibitor]	-7%
2	CC(=O)Nc1ccc2nc(NC(=O)c3ccc([N+](=O)[O-])o3)sc2c1	-17%	9%	-4%	-1%	-1%	-1%	-31%[inhibitor]	-2%
3	CCC(=O)N1CCc2cc(S(=O)(=O)N3CCc4ccccc4C3)ccc21	5%	2%	-2%	-11%	0%	4%	-17%	6%
4	Cc1ccc(NC(=O)Cc2nc(-c3c[nH]c(C(=O)N4CCCC4)c3)cs2)c(C)c1	?	5%	-8%	7%	3%	-6%	-12%	-11%
5	Cc1nc(-c2ccc(NS(=O)(=O)c3ccccc3)cc2)cs1	3%	29%	0%	14%	0%	-16%	-15%	?
6	O=C(COC(=O)CCc1ccccc1)NC12CC3CC(CC(C3)C1)C2	10%	2%	11%	15%	-5%	-5%	6%	-4%
7	O=C(O)c1ccc2cccc(O)c2n1	-3%	-1%	1%	-15%	1%	-3%	i	-19%
8	Cc1onc(-c2ccccc2)c1C(=O)Nc1cccc(C#N)c1	-23%	20%	-20%	3%	7%	-27%	i	-8%
9	COc1ccc(OCc2cc(C(=O)NC(C)Cn3cncn3)no2)c(Cl)c1 (configuration not stated)	.	4%	0%	-3%	2%	-1%	-10%	-11%
10	N#Cc1ccc(OCC(=O)OCC(=O)NCCC2=CCCCC2)cc1	.	13%	-8%	-2%	-8%	3%	i	6%
11	CC(=O)Nc1ccc2[nH]c3ccccc3c2c1	-9%	0%	15%	6%	-2%	0%	i	0%
12	CCC1Sc2ccc(S(=O)(=O)CCC(=O)NCc3cccs3)cc2NC1=O (configuration not stated)	34%	-7%	-4%	2%	0%	-10%	-27%	-10%
13	COc1ccc(/C=N/NC(=O)c2nnn(-c3nonc3N)c2C)cc1OC	-11%	12%	1%	-3%	3%	9%	i	8%
14	C=C(C)Cn1c(=O)c2c(nc3n2CCCN3Cc2ccccc2)n(C)c1=O	-6%	-9%	5%	3%	-1%	5%	-13%	-28%
15	COc1ccc(C(=O)Nc2cccc(C(C)=O)c2)cc1OC	?	-10%	2%	6%	0%	-5%	-42%[inhibitor][57.5 µM]	-5%
16	CCOC(=O)C1(Cc2ccccc2C)CCCN(S(=O)(=O)c2cccnc2)C1 (configuration not stated)	-5%	?	1%	5%	16%	-16%	-1%	-10%
17	Cc1nc2cc(NC(=O)Nc3ccc(Br)cc3)ccc2o1	5%	16%	6%	12%	3%	-3%	-36%[inhibitor]	-6%
18	COC(=O)c1ccccc1Nc1cc(C)nc2nc(C)nn12	-17%	2%	0%	10%	2%	-8%	-9%	?
19	CCc1cccc(NC(=O)Nc2cccs2)c1	32%	-1%	0%	8%	-2%	-8%	i	-8%
20	COc1ccc(CCNC(=O)c2ccc(CS(=O)(=O)c3ccc(C)cc3)o2)cc1OC	3%&28%	2%&28%	3%	-6%	5%	0%	-43%[inhibitor]	-5%
21	COc1ccc(-n2cccc2/C=C2\C(=N)N3N=C(c4ccco4)SC3=NC2=O)cc1	20%	?	24%	16%	4%	-33%	-5%	?
22	CCOc1ccc(NC(=O)CN(C)C(=O)CCCOc2ccc(Cl)c(C)c2)cc1OCC	26%	29%	-7%	0%	2%	-9%	i	-23%
23	CN(C)c1ccc(NC(=O)CSc2nc3ccccc3c(=O)n2C2CCCCC2)cc1	?	19%	4%	3%	7%	5%	-19%	3%
24	O=C1NC(=O)C(Cc2ccccc2)(c2cccnc2)N1 (configuration not stated)	14%	-14%[1.82 µM]	4%	-1%	-4%	-11%	20%	-4%
25	COc1cccc(CN=C2Nc3ccccc3CS2)c1	-4%	-20%	9%	2%	-6%	3%	i	17%
26	O=C(N/N=C/c1ccco1)c1ccccn1	-12%	-4%	2%	1%	-3%	6%	-6%[57.5 µM]	-10%
27	Cc1ccc(CCNC(=O)c2nnn(-c3cc(C)cc(C)c3)c2N)cc1	-11%	-14%	4%	4%	-2%	-6%	-23%[57.5 µM]	-15%
28	CCOc1ccc(S(=O)(=O)NCC(=O)NC2CCCCC2)cc1	8%	2%	-9%	6%	-4%[1.84 µM]	-6%	-7%	28%
29	CS(=O)(=O)NN1C(=O)c2ccccc2NC1c1ccccc1 (configuration not stated)	-32%	5%	1%	4%	-1%	3%	-4%	-17%
30	COc1ccc(NC(=S)N(CCCN2CCOCC2)Cc2cn(C)c3ccccc23)cc1	?	10%	7%	16%	0%	-4%	-19%	-32%

# Full records, quoted from the list. Order of values: FUS yeast rescue | TDP-43 yeast inh | EPAC1 ag | EPAC2 ag | aSyn rescue | EPAC2 antagonist | PTHR1 agonist | EPAC1 antagonist
# CN(C)c1ccc(NC(=O)CSc2nc3ccccc3c(=O)n2C2CCCCC2)cc1 is listed as ? | 19% | 4% | 3% | 7% | 5% | -19% | 3%
# CCc1cccc(NC(=O)Nc2cccs2)c1 is listed as 32% | -1% | 0% | 8% | -2% | -8% | i | -8%
# Cc1ccc(NC(=O)Cc2nc(-c3c[nH]c(C(=O)N4CCCC4)c3)cs2)c(C)c1 is listed as ? | 5% | -8% | 7% | 3% | -6% | -12% | -11%

# (listing goes on)
no.	Compound	FUS yeast rescue	TDP-43 yeast inh	EPAC1 ag	EPAC2 ag	aSyn rescue	EPAC2 antagonist	PTHR1 agonist	EPAC1 antagonist
31	Cc1ccc(NC(=O)/C(C#N)=C/c2cn(CC(=O)NCc3ccco3)c3ccccc23)cc1C	-2%	1%	-2%	-1%	-5%	6%	i	-5%
32	CCN(CC(=O)Nc1c(F)cccc1F)C(=O)CSc1nc(C)cc(C)n1	6%	5%	-20%	9%	-1%	13%	-7%	-6%
33	CC(=O)Oc1ccc2ccccc2c1C(NC(=O)Cc1ccccc1)c1ccc(Cl)cc1 (configuration not stated)	34%	0%	13%	-1%	3%	-5%	-20%	4%
34	O=C(c1nc2ccc(Cl)cn2c1CNCC[C@@H]1C[C@@H]2C=C[C@H]1C2)N1CCCCCCC1	27%	-20%[0.397 µM]	-1%	-2%	-3%	-4%	-8%	-6%
35	COc1ccc(N2C(=O)c3ccccc3C(C)(C)C2=O)cc1	-10%	?	-7%	1%	19%	0%	i	?
36	COCc1cc(C)nc(SCC[N+](C)(C)CC(=O)Nc2cccc(C(F)(F)F)c2)c1C#N	?	-7%	-5%	-5%	-8%	-4%	i	-1%
37	COc1cc(OC)c(C2N(c3ccc(Cl)c(Cl)c3)C(=O)C3CCCN32)cc1OC (configuration not stated)	-9%	4%	9%	7%	6%	3%	i	-6%
38	COc1ccc(NC(C)c2cc(Cl)ccc2O)cc1 (configuration not stated)	8%	6%	-5%	13%	0%	-4%	-11%	-20%
39	O=C(O)c1ccn(CSc2cc(Cl)ccc2Cl)n1	-8%	10%	10%	7%	11%	0%	-8%	?
40	COc1ccc(NS(=O)(=O)c2cccc(C(=O)NCCc3ccc(S(N)(=O)=O)cc3)c2)cc1	-3%	18%	-3%	6%	2%	12%	-16%	-5%
41	Cc1cc(=O)oc2c1c(C)nn2-c1ccc(Br)cc1	12%	-4%	1%	-5%	-10%	-16%	-47%[inhibitor]	-23%
42	O=C(NCCS(=O)(=O)NC1CCCC1)c1ccccc1	-4%	-5%	10%	12%	-4%	18%	i	-13%
43	COc1ccc(/C=N\NC(=O)C2C(=O)NCC2c2ccccc2)cc1O (configuration not stated)	5%	5%	-13%	4%	-12%	14%	i	5%
44	Cc1cccc(NC(=O)Nc2ccc(C)c(C)c2)n1	-12%&-3%	20%&8%	-6%	2%	1%	1%	-22%	2%
45	CC(=O)NCCc1nc2cc(NC(=O)c3cccs3)ccc2n1C	-4%	2%	4%	12%	-1%	1%	i	2%

# An excerpt from above in order of their number in EPAC2 antagonist, largest number first.
entry	compound	EPAC2 antagonist
43	COc1ccc(/C=N\NC(=O)C2C(=O)NCC2c2ccccc2)cc1O (configuration not stated)	14%
31	Cc1ccc(NC(=O)/C(C#N)=C/c2cn(CC(=O)NCc3ccco3)c3ccccc23)cc1C	6%
37	COc1cc(OC)c(C2N(c3ccc(Cl)c(Cl)c3)C(=O)C3CCCN32)cc1OC (configuration not stated)	3%
39	O=C(O)c1ccn(CSc2cc(Cl)ccc2Cl)n1	0%
38	COc1ccc(NC(C)c2cc(Cl)ccc2O)cc1 (configuration not stated)	-4%
33	CC(=O)Oc1ccc2ccccc2c1C(NC(=O)Cc1ccccc1)c1ccc(Cl)cc1 (configuration not stated)	-5%
41	Cc1cc(=O)oc2c1c(C)nn2-c1ccc(Br)cc1	-16%

# The listing continues:
no.	Compound	FUS yeast rescue	TDP-43 yeast inh	EPAC1 ag	EPAC2 ag	aSyn rescue	EPAC2 antagonist	PTHR1 agonist	EPAC1 antagonist
46	Cc1ccc(NC(=O)CSc2n[nH]c(-c3ccco3)n2)cc1	-2%	8%	-1%	9%	-4%	11%	-15%	7%
47	CC1CCN(S(=O)(=O)c2ccc3c(c2)N(CC(=O)N2CCN(c4ccccc4)CC2)C(=O)CO3)CC1	-6%	-4%	.	.	?	.	1%	.
48	CNc1c(NS(=O)(=O)c2cc(NC(C)=O)ccc2C)c(=O)oc2ccccc12	15%	-5%	-5%	2%	7%	-1%	i	-7%
49	COCCn1c(C)cc(C(=O)CSc2ccc3ccccc3n2)c1C	37%	?	0%	12%	4%	-3%	-29%[57.5 µM]	0%
50	NC(=O)c1ccsc1NC(=O)c1nc(-c2ccccc2)n(-c2ccccc2)n1	40%	11%	7%	11%	-11%	3%	-11%	-18%
51	O=C(C1CC(=O)N(c2ccccc2F)C1)N1CCOCC1 (configuration not stated)	-14%	21%	-1%	-8%	4%	5%	i	-8%
52	Cc1nc(Nc2ccc(C(=O)O)cc2)sc1-c1ccccc1	18%	-14%	-2%	0%	1%	-21%	-21%	-8%
53	CC(=O)c1ccc(NC(=O)c2ccc(N3CCCC3=O)cc2)cc1	24%	-25%	9%	6%	1%	-2%	-37%[inhibitor]	7%
54	CCOc1ccc(/C=N/n2nnnc2N)cc1O	-4%	-14%	1%	9%	1%	4%	-5%	2%

# Screening data (PubChem BioAssay)
